ST2 inh: inhibitors of human ST2 (IL1RL1) binding to IL-33, primary screen, biochemical, AlphaLISA. 2.3% of 78,000 active. inhibition, % for hits at 17 µM. AlphaLISA ST2-Fc/biotin-IL-33 interaction, 1 h. AID 1259354, 2018; in the data active = inhibition above about 30%; inconclusive = mostly about 10% to 28%
Target sequence (Q01638 whole entry, looked up): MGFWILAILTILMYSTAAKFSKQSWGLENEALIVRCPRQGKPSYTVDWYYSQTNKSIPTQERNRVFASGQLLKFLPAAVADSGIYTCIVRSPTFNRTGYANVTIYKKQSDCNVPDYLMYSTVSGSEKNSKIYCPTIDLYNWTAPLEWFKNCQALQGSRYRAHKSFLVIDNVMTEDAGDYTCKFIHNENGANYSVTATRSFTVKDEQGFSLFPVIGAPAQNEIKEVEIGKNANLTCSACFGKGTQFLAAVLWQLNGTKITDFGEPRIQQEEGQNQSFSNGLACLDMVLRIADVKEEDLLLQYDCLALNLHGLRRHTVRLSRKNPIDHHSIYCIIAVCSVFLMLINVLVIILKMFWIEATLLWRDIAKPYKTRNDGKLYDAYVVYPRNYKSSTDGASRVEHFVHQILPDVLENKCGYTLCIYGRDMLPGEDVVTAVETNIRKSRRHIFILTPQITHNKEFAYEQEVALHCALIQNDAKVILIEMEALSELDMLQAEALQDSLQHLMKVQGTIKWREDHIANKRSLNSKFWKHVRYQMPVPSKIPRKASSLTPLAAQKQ
Numbers without * were called inactive; i = inactive; ? = inconclusive. Some of the compounds tested, so the mix of outcomes need not match the whole.

Molecule	ST2 inh
CCc1ccccc1NS(=O)(=O)c1ccc2[nH]c(=O)sc2c1	i
CCOC(=O)C1CCCN(C(=O)Cc2c(C(=O)O)[nH]c3ccc(Cl)cc23)C1 (centres undefined)	i
CCCc1cc(C(=O)Nc2cc(C)on2)no1	i
CCCCOc1ccc(S(=O)(=O)N2CCN(c3nc(C)cc(N4CCCC4)n3)CC2)cc1	i
CSc1ccc(-c2nc(CSCC(=O)NC3CCCCC3)c(C)o2)cc1	i
COc1ccccc1N1CCN([C@@H]2[C@H](O)[C@H](CO)O[C@@H]2CNS(C)(=O)=O)CC1	i
c1ccc(CCCN2CC[C@H](c3nc4ccccc4[nH]3)C2)cc1	?
O=C(C[C@@H]1O[C@H](CNC(=O)NC2CCCCC2)[C@@H](O)[C@H]1O)Nc1ccccc1	i
CC1=CC(=O)C=C(C)C1=NC(=O)c1ccc([N+](=O)[O-])cc1	i
Cc1nc(-c2ccc(NC(=O)c3cc4cc(Br)ccc4oc3=O)cc2)cs1	i
CCCC(=O)C1=C(N2CCCCC2)CC(C)(C)CC1=O	i
O=S(=O)(NCC1CCCO1)c1ccc(C2CCCCC2)cc1 (centres undefined)	i
Cc1ccc(NC(=O)CC(=O)N(C)Cc2cn[nH]c2-c2ccc(F)cc2)c(C)c1	i
CN(C)c1nc2c(c(NCCCCc3ccccn3)n1)CCNC2	i
Cc1nc2cc(-c3ccccc3)nn2c(C)c1CCC(=O)Nc1ccc2c(c1)OCCO2	?
O=C(Nc1ccc(S(=O)(=O)N2CCCC2)cc1)C1CC1	i
Cc1noc(C)c1S(=O)(=O)N1CCN(c2cc(-c3ccc(F)cc3)ncn2)CC1	i
O=C(Nc1ccc(OCC(=O)N2CCOCC2)cc1)c1cc(F)c(F)cc1Cl	i
Cc1ccc(-c2ccnc(N3CCOC(C(F)(F)F)C3)n2)c(C)n1 (centres undefined)	i
COC(=O)c1ccc(NC(=O)c2c(Br)cnn2C)cc1	i
NS(=O)(=O)c1ccc(NC(NC(=O)c2cccnc2)C(Cl)(Cl)Cl)cc1 (centres undefined)	i
O=C1CCc2cc(S(=O)(=O)N3CCC(Cc4ccccc4)CC3)ccc2N1	i
Cc1cc(CN(C)C(=O)CC23CC4CC(CC(C4)C2)C3)ccn1	i
O=C(N[C@H]1CCN2C(=O)c3cc(-c4cccc(C(F)(F)F)c4)ccc3NC(=O)[C@@H]2C1)c1ccncc1	i
O=c1[nH]nc(CCn2ccnc2-c2ccc(-n3ccnc3)cc2)[nH]1	i
CCCNC(=O)c1cnn2c(C)c(Cc3ccc(F)cc3)c(C)nc12	i
Cn1cc(SCC(=O)Nc2nc3ccccc3s2)c2ccccc21	?
CCN(CC)C(=O)c1ccccc1Br	i
CC1=Nc2c(ccc3cccnc23)C1(C)C	36%*
COc1cc(C(=O)N2CCN(Cc3ccc(OC)c(OC)c3OC)CC2)cc(OC)c1OC	i
CCc1ccc(-c2nc(CSCC(=O)N3CCc4ccccc43)c(C)o2)cc1	?
CCOC(=O)c1c(C)oc2ccc(OCc3ccccc3Br)cc12	i
COc1ccc(C2C3=C(CCCC3=O)Nc3nc(SCc4ccc(Cl)cc4)nn32)cc1 (centres undefined)	i
OCC1=CC[C@@H]2C=CO[C@@H](O[C@@H]3O[C@H](CO)[C@@H](O)[C@H](O)[C@H]3O)[C@H]12	?
CN1C(=O)N(CCCc2ccncc2)C(=O)C12CCN(Cc1ccsc1)CC2	i
CCCn1c(NCc2ccc3c(c2)OCO3)nc2ccccc21	i
COc1ccc(C2OCC3(CO2)SC2=NCN(C)CN2C3=O)cc1 (centres undefined)	i
Cc1cc2c(C)[nH]c(=O)nc2o1	i
CC(C)OC(=O)C1=C(N)OC2=C(C(=O)CC(C)(C)C2)C1c1ccccc1 (centres undefined)	i
CN(Cc1ccccc1)Cc1cn([C@H]2CO[C@H]3[C@@H]2OC[C@@H]3NC(=O)c2ccc(N(C)C)cc2)nn1	?
COc1ccccc1NC(=O)C1=C(C)Nc2ncnn2C1c1cccc([N+](=O)[O-])c1 (centres undefined)	i
O=S(=O)(N[C@H]1CO[C@H]2[C@@H]1OC[C@@H]2n1cc(-c2ccccn2)nn1)c1cccs1	?
COc1ccc(C2=NN(C(C)=O)C(c3ccc(Br)cc3)C2)cc1 (centres undefined)	?
CC(C)c1ccc(NC2CCCN(c3cnc4ccccc4n3)C2)cc1 (centres undefined)	?
COc1ccc(CN(c2ccccc2)S(=O)(=O)N(C)C)cc1[N+](=O)[O-]	?
CCc1ncc(C(=O)NCc2cc(C)cc3c(C)c(C)[nH]c23)cn1	i
Cc1cccc(NC(=O)C2CCN(C(=O)Cc3ccccc3)CC2)c1C	?
Cc1ccc(NC(=O)C(C)n2nc([N+](=O)[O-])c(Br)c2C)cc1C (centres undefined)	i
CC(C)(C)n1nc2c(c1NC(=O)c1ccc(F)cc1)CS(=O)C2 (centres undefined)	i
CC(=O)C(C)=O	i
Nc1nonc1-c1noc(-c2ccc(Br)cc2)n1	?
COc1ccc(OC(C)C(=O)Nc2ccc3c(c2)OCO3)cc1 (centres undefined)	i
O=C(c1cc(COc2ccc3c(c2)OCO3)[nH]n1)N1CCCC1c1ccccn1 (centres undefined)	i
CCC(C(=O)Nc1ccc(OC)c(Cl)c1)c1ccccc1 (centres undefined)	i
O=C(c1ccc(N2CCC(NCc3cnn(Cc4ccccc4)c3)CC2)cc1)N1CCOCC1	i
COc1ccc(NC(=O)CC2SC(N)=NC2=O)c([N+](=O)[O-])c1 (centres undefined)	i
CC1(C(=O)NCC2CCCO2)CCC(=O)N1Cc1cccs1 (centres undefined)	i
C1=C(c2ccccc2)Nc2nnnn2C1c1ccccc1 (centres undefined)	i
O=C(CSc1nc2c(c(=O)n1-c1ccc(Br)cc1)SCC2)NCc1ccco1	?
Cc1ccc(S(=O)(=O)NC[C@H]2O[C@@H](CC(=O)NCc3ccc(F)cc3)[C@H](O)[C@@H]2O)cc1	?

(listing goes on)
Molecule	ST2 inh
OCC1(Cc2ccccc2F)CCCN(c2noc(-c3ccccc3)n2)C1 (centres undefined)	i
COc1cc(NC(=O)CCC2CCCN(Cc3cnn(-c4ccccc4)c3)C2)cc(OC)c1 (centres undefined)	?
COc1ccc(-c2nnc(NC(=O)c3ccc(S(=O)(=O)N4CCCC(C)C4)cc3)o2)cc1 (centres undefined)	?
COc1ccccc1/C=C1/N=C(SCC(=O)Nc2cc(C)on2)N(c2ccccc2)C1=O	?
O=C(NCc1ccccc1)/C(=C/c1ccc2c(c1)OCO2)NC(=O)c1ccc(Br)cc1	?
Cc1cc(Br)ccc1NS(=O)(=O)c1ccc2c(c1)CCN2C(=O)C1CC1	?
OC1CCN(Cc2ccc3c(c2)OCO3)CC1	i
CC(=O)C(C)n1c(CN2CCN(c3cccc(Cl)c3)CC2)nc2c1c(=O)[nH]c(=O)n2C (centres undefined)	i
COc1ccc(OCCn2c(=N)n(CC(C)C)c3ccccc32)cc1	i
O=C(c1cc2sccc2[nH]1)N1CCCC(Nc2ccc3c(c2)OCO3)C1 (centres undefined)	i
COc1cc(OC)cc(-c2nc(N)n[nH]2)c1	i
Cn1c(=O)c(N2CCOCC2)c2c3c(cccc31)C(=O)c1ccccc1-2	?
O=C(O)c1cc(S(=O)(=O)N2CCCCC2)c(Cl)cc1Cl	i
CCNc1nc(NC(C)C)nc(Oc2ccc(OCCOc3ccccc3C)nn2)n1	i
O=C(c1nc(N2CCCC2)nc2c1CCCC2)N1CCN(Cc2ccc3c(c2)OCO3)CC1	32%*

A section taken from the entries so far:
Molecule	ST2 inh
OCC1(Cc2ccccc2F)CCCN(c2noc(-c3ccccc3)n2)C1 (centres undefined)	i
COc1cc(NC(=O)CCC2CCCN(Cc3cnn(-c4ccccc4)c3)C2)cc(OC)c1 (centres undefined)	?
COc1ccc(-c2nnc(NC(=O)c3ccc(S(=O)(=O)N4CCCC(C)C4)cc3)o2)cc1 (centres undefined)	?
COc1ccccc1/C=C1/N=C(SCC(=O)Nc2cc(C)on2)N(c2ccccc2)C1=O	?
O=C(NCc1ccccc1)/C(=C/c1ccc2c(c1)OCO2)NC(=O)c1ccc(Br)cc1	?
Cc1cc(Br)ccc1NS(=O)(=O)c1ccc2c(c1)CCN2C(=O)C1CC1	?

Additional structures.
Molecule	ST2 inh
c1ccc(CN(Cc2cnc(-c3ccccn3)nc2)CC2CCCO2)nc1 (centres undefined)	?
OC1CCN(c2ccnc(/C=C/c3ccccc3)n2)C1 (centres undefined)	i
CCOC(=O)CNC(=O)c1cc2c(=O)oc3ccccc3c2s1	i
COc1ccc(CCNC(=O)C(C)Oc2ccc(Cl)cc2Cl)cc1OC (centres undefined)	i
CNCC(=O)NCCn1nc(-c2ccccc2)ccc1=O	i
CC(=O)Nc1cnn(-c2ccccc2)c(=O)c1Cl	?
CC1CCN(c2ncnc3c2cnn3-c2ccc(Cl)cc2)CC1	i
Cn1c(N2CCOCC2)nc2c1c(=O)n(Cc1cccc(Br)c1)c(=O)n2C	?
O=C(CCC1=NS(=O)(=O)c2ccccc2N1)NC1CCCCCC1	i
Cc1ccc2c(c1)c(-c1ccc(O)cc1)nn2C	?
Cc1ccc(C(=O)c2c[nH]c3ccc(F)cc3c2=O)cc1C	i
O=C(Cn1cnc2c(cnn2-c2ccccc2)c1=O)N1CCCc2ccccc21	i
C=CCN1C(=O)C(=O)C(=C(O)c2ccc(Br)cc2)C1c1cccc(OC)c1 (centres undefined)	i
CCOC(=O)c1sc2ncnc(N(CC)Cc3ccccc3)c2c1C	?
Cc1nnc(CN2CCOc3c(O)cc(-c4cccc(Cl)c4)cc3C2)s1	i
CSCC[C@@H](C(=O)NCc1ccco1)N1Cc2ccccc2C1=O	i
CCN1CCn2c(C)nc(C(=O)Nc3cnc4n3CCCC4)c2C1=O	i
O=C(CN1CCOC1=O)NCc1cnn2ccccc12	i
O=C(CSc1nc(-c2ccccc2)cc(=O)[nH]1)N1CCc2ccccc2C1	i
COC(=O)c1cc2n(n1)CCCN(C(=O)CSc1nc(C)cs1)C2	?
Cn1cncc1-c1nnc([C@H]2CCN(Cc3cccnc3)C2)o1	i
Cc1ccc(N(CC(=O)N2CCCC(O)(CO)CC2)S(C)(=O)=O)cc1 (centres undefined)	i
COC(=O)C1=C(C)Nc2nnnn2C1c1ccc(N(C)C)cc1 (centres undefined)	i
COc1ccc(OC)c(NC(=O)c2cc(-c3cccs3)nc3ccccc23)c1	?
CCOc1ccc(C2CC(c3ccc(Cl)cc3Cl)Nc3nc(N)nn32)cc1 (centres undefined)	?
CC1=CC(C)C(COC(=O)CN2CCCC2)C(C)C1 (centres undefined)	i
COc1ccc(CNCC(CO)C2(Cc3ccccc3)CCOC(C)(C)C2)cc1 (centres undefined)	i
O=C(O)c1ccc(Sc2nnnn2-c2ccccc2)c([N+](=O)[O-])c1	i
CCN(CC1CCOCC1)C(=O)C1CCCN(Cc2ccco2)C1 (centres undefined)	?
O=C(CN1C(=O)CCSc2ccccc21)Nc1ccc2c(c1)OCCO2	i
Cc1cc(C)c2c(CC(=O)NCCc3nnc(N)s3)coc2c1C	i
Cc1ccc(CNC(=O)CN2C(=O)/C(=C/c3ccccc3F)Sc3ccccc32)cc1	i
CN(C)CCN(C)Cc1cc(Cl)ccc1O	i
COc1ccc2n[nH]c(CN3CCN(c4ncnc5ccccc45)CC3)c2c1	?
Cc1cc(N)c(-n2cc3c(c2-c2ccccc2)c(=O)n(C)c(=O)n3C)cc1C	?
COc1cc(NC(=O)CSc2ncnc3nc(N(C)C)sc23)cc(OC)c1	i
O=C(O)C1(O)CCN(c2ncc(Cl)cc2Cl)CC1	i
COc1cc(CN2CCN(c3cccc(Cl)c3)CC2)c([N+](=O)[O-])cc1OC	?
O=C(CS(=O)(=O)c1cccc2nsnc12)Nc1ccccc1F	?
COc1ccc(-c2c(N)nnc3c2[nH]c2ccccc23)cc1OC	i
Cc1nc2sccn2c1CN1CCC(n2cc(CCO)nn2)CC1	i
Clc1ccccc1N1CCN(Cc2ccsc2)CC1	i
O=C(O)CCc1nn2c3ccccc3n(CC(=O)c3ccc(Cl)cc3)c2nc1=O	i
Cc1ccc(OCc2cc(=O)n3oc(C)cc3n2)c(NC(=O)c2cccc(F)c2)c1	i
COc1ccc2c(c1)c(CC(=O)O)c(C)n2C(=O)c1ccccc1	i

Random excerpt: two entries already listed
Molecule	ST2 inh
CCN(CC1CCOCC1)C(=O)C1CCCN(Cc2ccco2)C1 (centres undefined)	?
Cc1nc2sccn2c1CN1CCC(n2cc(CCO)nn2)CC1	i

(cont.)
Molecule	ST2 inh
COc1ccc2cc3cc(C(=O)Nc4ccc(OC)c(OC)c4)oc3nc2c1	i
COc1ccc(Nc2nc(Cl)nc(NC(C)C)n2)cc1	?
CCOC(=O)CC(=O)CSc1nc2c(c(-c3cccs3)c1C#N)CCCC2	?
COC(=O)[C@@H]1C[C@H](NS(=O)(=O)c2ccc(-n3cccn3)cc2)CN1C	?
CCn1cc(CNC(=O)c2cn(Cc3ccc(OC)cc3)nn2)cn1	i
COc1cccc(N2CC(NC(=O)c3ccc(S(=O)(=O)N4CCOCC4)cc3)CC2=O)c1 (centres undefined)	i
COc1ccc(C2SCCN2S(=O)(=O)c2cccc(C)c2)cc1 (centres undefined)	i
CCn1c(CC2CCN(C(=O)c3ccccc3NC(C)C)CC2)n[nH]c1=O	i
Cc1ccc(S(=O)(=O)Nc2cc(Br)c3oc4c(c3c2)C(=O)CCC4)c(C)c1	i
Cc1ccc(C(=O)NCCC(=O)N2CCc3nc(C)n(C)c(=O)c3CC2)cc1	i

Some of these compounds in order of molar mass, highest first:
Molecule	ST2 inh
Cc1ccc(S(=O)(=O)Nc2cc(Br)c3oc4c(c3c2)C(=O)CCC4)c(C)c1	i
CCOC(=O)CC(=O)CSc1nc2c(c(-c3cccs3)c1C#N)CCCC2	?
COc1ccc(C2SCCN2S(=O)(=O)c2cccc(C)c2)cc1 (centres undefined)	i

Screens from PubChem BioAssay.
